From PubChem BioAssay
STAT3 activator = IL-6 driven STAT3 reporter potentiators, primary screen, U3A cells, luciferase, luminescence, MLSCN library; activation (% of control), % at 5.6 µM; IL-6 STAT3-luciferase reporter; 100% = signal with IL-6 EC80 alone; 190,000 compounds, 0.91% hits;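 active = activation above the screen-wide mean of compound activation plus 3 SD, cut at about 130% in these data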;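 also: 0% = background luminescence of wells with medium and substrate only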
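Material: STAT3-luciferase reporter U3A cells; Probe or stimulus: IL-6 (33 ng/mL); Incubation: compound pre-incubation 1 h before IL-6, then 6 h stimulation at 37 °C; Technique: luminescence from STAT3-driven luciferase reporter; Evaluation: % activation versus median of IL-6-stimulated wells; Controls: IL-6-only high control.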
S1P3 antagonist = S1P3 receptor antagonists, primary screen, cell-based; Sphingosine 1-phosphate receptor 3 (Homo sapiens), Q99500; CHO S1P3 NFAT-BLA reporter, FRET fluorescence, antagonist mode; inhibition, % at 4.98 µM; 170,000 compounds, 0.27% hits; AID 485, 2006;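 active = inhibition above the plate cutoff, the mean inhibition of test wells on that plate plus 3 SD, cut at about 28% in these data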;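 also: cells challenged with S1P at its EC80 of 0.8 µM; blue over green emission ratio from cleaved BLA substrate after 4 h stimulation; 0% = S1P-stimulated wells and 100% = unstimulated DMSO-only wells; some compounds past the cut are filed as inactive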
Target sequence (Q99500 whole entry, looked up): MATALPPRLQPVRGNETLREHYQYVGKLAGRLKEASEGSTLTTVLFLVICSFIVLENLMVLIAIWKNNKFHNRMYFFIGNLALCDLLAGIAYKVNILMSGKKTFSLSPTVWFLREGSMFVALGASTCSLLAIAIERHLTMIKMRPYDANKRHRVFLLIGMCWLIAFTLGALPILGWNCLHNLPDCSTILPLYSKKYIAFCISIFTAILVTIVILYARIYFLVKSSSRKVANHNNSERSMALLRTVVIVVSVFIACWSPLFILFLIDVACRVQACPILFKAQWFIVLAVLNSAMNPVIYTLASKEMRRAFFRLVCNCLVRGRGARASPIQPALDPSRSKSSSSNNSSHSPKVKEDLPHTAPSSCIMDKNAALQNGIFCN
SRC2 TRFRET art = TR-FRET signal artefacts, primary screen, artefact control for PPARgamma SRC-2 agonist project, biochemical | TR-FRET ratio at 8 µM | 200,000 compounds, 0.4% hits | AID 1049, 2008 | TR-FRET artefact counter-screen; stronger effect = higher value; in the data active = TR-FRET ratio above about 2000; also: inactives centre near 1500
PPARg SRC-2 ag = agonists of PPARg-SRC-2 recruitment, primary screen, biochemical, HTS; AID 1032, 2008; 200,000 compounds, 0.34% hits; Peroxisome proliferator-activated receptor gamma (Homo sapiens), P37231; PPARgamma LBD-SRC-2 recruitment; activation, % at 8 µM; in the data active = activation above about 22%;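 also: 0% = vehicle and 100% = reference agonist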
Target sequence (P37231 whole entry, looked up, the tested form may be a part): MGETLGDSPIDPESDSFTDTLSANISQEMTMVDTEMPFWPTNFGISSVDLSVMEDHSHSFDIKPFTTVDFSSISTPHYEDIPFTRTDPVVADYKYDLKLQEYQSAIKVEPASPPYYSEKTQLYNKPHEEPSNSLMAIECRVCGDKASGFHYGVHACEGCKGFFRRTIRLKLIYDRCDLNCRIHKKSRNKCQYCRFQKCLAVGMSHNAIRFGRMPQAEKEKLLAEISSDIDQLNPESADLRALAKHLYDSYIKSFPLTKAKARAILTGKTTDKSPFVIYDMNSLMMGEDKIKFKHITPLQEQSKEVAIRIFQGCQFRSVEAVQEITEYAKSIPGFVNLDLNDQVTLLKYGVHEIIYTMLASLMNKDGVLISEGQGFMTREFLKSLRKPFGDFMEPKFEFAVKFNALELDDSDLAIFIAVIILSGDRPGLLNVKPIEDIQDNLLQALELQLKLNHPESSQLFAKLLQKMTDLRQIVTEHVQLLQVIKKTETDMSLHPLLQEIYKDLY
PPARg SRC-1 ag = PPARgamma agonists recruiting SRC-1 coactivator, primary screen, biochemical | activation, % at 8 µM | Peroxisome proliferator-activated receptor gamma (Homo sapiens), P37231 | PPARgamma-SRC-1 coactivator recruitment biochemical assay | 200,000 compounds, 0.41% hits | AID 631, 2007; in the data active = activation above about 19%;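 also: 0% = DMSO and 100% = reference agonist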
ROMK primary = ROMK potassium channel modulators, primary screen, cell-based, thallium flux, MLSMR library; AID 1918, 2009; ATP-sensitive inward rectifier potassium channel 1 (Homo sapiens), P48048; Tet-inducible ROMK, thallium flux fluorescence; actives lie on both sides; 130,000 compounds, 2% hits; B-score at 10 µM;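 active = signal ratio slope over the read window, or its plate-corrected B-score, at least 3 SD from the plate mean, either direction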;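 also: B-score of the F/F0 ratio slope over 7 to 12 s after thallium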
RAM inhibit = inhibitors of the yeast RAM network, primary screen, dse1pr::URA3 reporter, 5-FOA selection. S. cerevisiae dse1pr::URA3 reporter, 5-FOA growth OD615, 2 d; analog-sensitive cbk1-as2 kinase mutant strain. AID 868, 2007. 190,000 compounds, 1.8% hits. inhibition, % at 50 µM;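 active = inhibition above a set limit, 3 SD over mean compound inhibition, cut at about 8.4% in these data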;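 also: 0% = DMSO-only wells with no growth and 100% = 10 µM 1-NA-PP1 full growth; inhibition rescues growth on 5-FOA so higher OD means more RAM inhibition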
PPARg SRC3 recr = PPARgamma agonists recruiting SRC-3 coactivator, primary screen, biochemical; activation, % at 8 µM; biochemical PPARgamma/SRC-3 coactivator recruitment assay; AID 731, 2007; 200,000 compounds, 0.26% hits; Peroxisome proliferator-activated receptor gamma (Homo sapiens), P37231; in the data active = activation above about 23%;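 also: 0% = DMSO and 100% = reference agonist; some compounds past the cut are filed as inactive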
STAT1 inh = STAT1 signaling inhibitors, primary screen, cell-based, HTS, luciferase reporter; inhibition, % at 5.5 µM; NIH 3T3 STAT1-luciferase reporter, IFN-gamma, luminescence; AID 920, 2007; 200,000 compounds, 0.35% hits;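 active = inhibition above a set limit, the mean inhibition across all tested compounds plus 3 SD, cut at about 34% in these data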;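 also: 0% = IFN-gamma with DMSO and 100% = IFN-gamma with 300 µM nifuroxazide; values of inactives mirror those of a sister screen read the other way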
STAT3 blocker = IL-6 driven STAT3 reporter inhibitors, primary screen, U3A cells, luciferase, luminescence, MLSCN library; IL-6 STAT3-luciferase reporter; host cell line lacks STAT1; inhibition, % at 5.5 µM; 190,000 compounds, 0.89% hits; AID 862, 2007;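 active = inhibition above the mean inhibition across all screened compounds plus 3 SD, cut at about 44% in these data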;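 also: 0% = DMSO only wells and 100% = 100 µM nifuroxazide control wells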
TLR4 MyD88 comp = inhibitors of TLR4-MyD88 association in cells, primary screen, cell-based, HeLa CL3-4, BLA complementation, FRET ratio. Toll-like receptor 4 (Homo sapiens) + Myeloid differentiation primary response protein …. HeLa CL3-4 TLR4/MyD88 BLA complementation. inhibition, % at 8.4 µM. 200,000 compounds, 0.18% hits. AID 861, 2007; in the data active = inhibition above about 25%;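 also: 0% = vehicle and 100% = reference inhibitor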
Active calls of the source: *.

What do the screens show for `COc1cc(/C=N/NC(=O)c2cc(-c3ccccc3OC(C)C)nc3ccccc23)ccc1O`?
STAT3 activator: 110; S1P3 antagonist: 10; SRC2 TRFRET art: 1498; PPARg SRC-2 ag: 0; PPARg SRC-1 ag: 2; ROMK primary: 0.8; RAM inhibit: -0.4; PPARg SRC3 recr: 1; STAT1 inh: -11; STAT3 blocker: -9; TLR4 MyD88 comp: -16

Results for Cn1c(NC(=O)CCc2ccccc2)cc(=O)n(C)c1=O ?
STAT3 activator: 121; S1P3 antagonist: -27; SRC2 TRFRET art: 1705; PPARg SRC-2 ag: 5; PPARg SRC-1 ag: 3; RAM inhibit: -0.1; PPARg SRC3 recr: -3; STAT1 inh: -42; STAT3 blocker: -21; TLR4 MyD88 comp: 5

What do the screens show for `CCOC(=O)c1c(C)[nH]c(C)c1C(=O)COC(=O)CCOc1ccccc1OC`?
STAT3 activator: 107; S1P3 antagonist: -3; SRC2 TRFRET art: 1647; PPARg SRC-2 ag: 2; PPARg SRC-1 ag: 6; ROMK primary: 0.25; RAM inhibit: 0.9; PPARg SRC3 recr: 3; STAT1 inh: -4; STAT3 blocker: -5; TLR4 MyD88 comp: -5

What do the screens show for `Cc1nn(C(C)CC(=O)O)c(C)c1C` (configuration not stated)?
STAT3 activator: 104; SRC2 TRFRET art: 1580; PPARg SRC-2 ag: 1; PPARg SRC-1 ag: 5; ROMK primary: -0.16; RAM inhibit: 0.4; PPARg SRC3 recr: -8; STAT1 inh: -6; STAT3 blocker: 1; TLR4 MyD88 comp: 1

What do the screens show for `COC(=O)c1c(NC(=O)C2CC=CCC2C(=O)O)sc(C(N)=O)c1C` (configuration not stated)?
STAT3 activator: 107; SRC2 TRFRET art: 1375; PPARg SRC-2 ag: 2; PPARg SRC-1 ag: -4; ROMK primary: 0.13; RAM inhibit: 1.2; PPARg SRC3 recr: -1; STAT1 inh: 7; STAT3 blocker: -10; TLR4 MyD88 comp: -1

How did CCc1ccc2nc3sc(C(=O)N4CCc5ccccc54)c(N)c3cc2c1 do in these assays?
STAT3 activator: 128; S1P3 antagonist: 1; SRC2 TRFRET art: 1692; PPARg SRC-2 ag: 7; PPARg SRC-1 ag: 15; RAM inhibit: 3.9; PPARg SRC3 recr: 4; STAT1 inh: 17; STAT3 blocker: -25; TLR4 MyD88 comp: -22

How did CCOc1ccc(Br)cc1S(=O)(=O)Nc1ccccc1N1CCOCC1 do in these assays?
STAT3 activator: 103; S1P3 antagonist: 3; SRC2 TRFRET art: 1506; PPARg SRC-2 ag: -1; PPARg SRC-1 ag: -1; ROMK primary: -0.89; RAM inhibit: 3.6; PPARg SRC3 recr: -11; STAT1 inh: 5; STAT3 blocker: -1; TLR4 MyD88 comp: -10

Results for COc1ccc(CC2NCCC3(O)CCCCC23)cc1 (configuration not stated) ?
STAT3 activator: 96; S1P3 antagonist: 11; SRC2 TRFRET art: 1674; PPARg SRC-2 ag: 2; PPARg SRC-1 ag: 6; ROMK primary: -0.95; RAM inhibit: -0.1; PPARg SRC3 recr: 4; STAT1 inh: -13; STAT3 blocker: 7; TLR4 MyD88 comp: -4

How did Cc1ccc(NC(=O)COc2ccc(-n3ccnc3)cc2)cc1Cl do in these assays?
STAT3 activator: 86; SRC2 TRFRET art: 1506; PPARg SRC-2 ag: 8; PPARg SRC-1 ag: 6; RAM inhibit: 20*; PPARg SRC3 recr: -3; STAT1 inh: -13; STAT3 blocker: 20; TLR4 MyD88 comp: 11

Results for O=C(Nc1nc(-c2cc(Cl)sc2Cl)cs1)c1ccc(Br)s1 ?
STAT3 activator: 88; SRC2 TRFRET art: 1415; PPARg SRC-2 ag: 0; PPARg SRC-1 ag: 1; ROMK primary: -0.28; RAM inhibit: 4.7; PPARg SRC3 recr: 1; STAT1 inh: 1; STAT3 blocker: 13; TLR4 MyD88 comp: -7

Results for OC(COCCC12CC3CC(CC(C3)C1)C2)CN1CCCC1 (configuration not stated) ?
STAT3 activator: 96; S1P3 antagonist: -13; SRC2 TRFRET art: 1535; PPARg SRC-2 ag: 9; PPARg SRC-1 ag: -4; ROMK primary: -1.3; RAM inhibit: 1.8; PPARg SRC3 recr: 3; STAT1 inh: -5; STAT3 blocker: 4; TLR4 MyD88 comp: 3

How did CC(=O)c1cccc(NC(=O)c2ccc(OC3CSC3)cc2)c1 do in these assays?
STAT3 activator: 89; S1P3 antagonist: -19; SRC2 TRFRET art: 1499; PPARg SRC-2 ag: -6; PPARg SRC-1 ag: 6; ROMK primary: 0.21; RAM inhibit: 1.7; PPARg SRC3 recr: -2; STAT1 inh: -16; STAT3 blocker: 21; TLR4 MyD88 comp: -11

Results for COc1cc(/C=N/NC(=O)c2ccccc2)ccc1O ?
STAT3 activator: 99; S1P3 antagonist: 9; SRC2 TRFRET art: 1557; PPARg SRC-2 ag: 3; PPARg SRC-1 ag: 2; ROMK primary: 0.36; RAM inhibit: -0.8; PPARg SRC3 recr: -1; STAT1 inh: -22; STAT3 blocker: 3; TLR4 MyD88 comp: -8

How did CCN(CC)CCn1c(=S)[nH]c2cc(Cl)ccc2c1=O do in these assays?
STAT3 activator: 105; SRC2 TRFRET art: 1469; PPARg SRC-2 ag: 6; PPARg SRC-1 ag: -4; RAM inhibit: 0.7; PPARg SRC3 recr: 2; STAT1 inh: 1; STAT3 blocker: -3; TLR4 MyD88 comp: 3

What do the screens show for `Cc1ccc(-c2nc(C3CCN(S(=O)(=O)c4ccc(C(C)(C)C)cc4)CC3)no2)cc1`?
STAT3 activator: 101; SRC2 TRFRET art: 1612; PPARg SRC-2 ag: -4; PPARg SRC-1 ag: 0; RAM inhibit: 1.1; PPARg SRC3 recr: 2; STAT1 inh: -1; STAT3 blocker: 4; TLR4 MyD88 comp: -1

Results for Cc1ccc(Oc2ccccc2/C=C/C(=O)O)cc1 ?
STAT3 activator: 104; SRC2 TRFRET art: 1505; PPARg SRC-2 ag: -5; PPARg SRC-1 ag: -6; RAM inhibit: 3.5; PPARg SRC3 recr: -7; STAT1 inh: 6; STAT3 blocker: 1; TLR4 MyD88 comp: -6

How did CCNC(=S)N1CCC(c2nc3ccccc3s2)CC1 do in these assays?
STAT3 activator: 85; SRC2 TRFRET art: 1578; PPARg SRC-2 ag: 6; PPARg SRC-1 ag: 1; RAM inhibit: 0.1; PPARg SRC3 recr: 16; STAT1 inh: 1; STAT3 blocker: 19; TLR4 MyD88 comp: 3

What do the screens show for `CCOC(=O)CSc1nc2cc(C(=O)N3CCC(C(N)=O)CC3)ccc2c(=O)n1C1CCCCC1`?
STAT3 activator: 96; S1P3 antagonist: -15; SRC2 TRFRET art: 1667; PPARg SRC-2 ag: -9; PPARg SRC-1 ag: 11; ROMK primary: -0.24; RAM inhibit: 3.4; PPARg SRC3 recr: -1; STAT1 inh: 12; STAT3 blocker: 7; TLR4 MyD88 comp: -5

Results for O=C(NC(=S)Nc1ccc(Oc2ccc(Cl)cc2)cc1)c1ccccc1 ?
STAT3 activator: 91; SRC2 TRFRET art: 1364; PPARg SRC-2 ag: -9; PPARg SRC-1 ag: -8; RAM inhibit: 17*; PPARg SRC3 recr: 0; STAT1 inh: -10; STAT3 blocker: 11; TLR4 MyD88 comp: -6

What do the screens show for `CCn1c(NCc2c[nH]c3ccccc23)nc2ccccc21`?
STAT3 activator: 98; S1P3 antagonist: 20; SRC2 TRFRET art: 1476; PPARg SRC-2 ag: 14; PPARg SRC-1 ag: 1; ROMK primary: -0.8; PPARg SRC3 recr: 15; STAT1 inh: -15; STAT3 blocker: 6; TLR4 MyD88 comp: -10

What do the screens show for `COc1ccc(-c2nc(CCNC(=O)c3ccc(Br)o3)cs2)cc1`?
STAT3 activator: 96; SRC2 TRFRET art: 1480; PPARg SRC-2 ag: -1; PPARg SRC-1 ag: 0; RAM inhibit: 3.4; PPARg SRC3 recr: -13; STAT1 inh: 12; STAT3 blocker: 9; TLR4 MyD88 comp: 5

Results for CC1CC(NS(=O)(=O)c2cccs2)CC(C)(C)C1 (configuration not stated) ?
STAT3 activator: 108; SRC2 TRFRET art: 1584; PPARg SRC-2 ag: 9; PPARg SRC-1 ag: 5; RAM inhibit: 0.9; PPARg SRC3 recr: 15; STAT1 inh: 5; STAT3 blocker: -9; TLR4 MyD88 comp: -15

Results for CCC(c1c(C)[nH]oc1=O)c1c(C)[nH]oc1=O ?
STAT3 activator: 103; S1P3 antagonist: 16; SRC2 TRFRET art: 1237; PPARg SRC-2 ag: -3; PPARg SRC-1 ag: 5; ROMK primary: -0.081; RAM inhibit: 2.7; PPARg SRC3 recr: 3; STAT1 inh: -2; STAT3 blocker: 4; TLR4 MyD88 comp: -15

Results for CCC(Sc1ccc2nnc(-c3ccc(OC)c(OC)c3)n2n1)C(=O)O (configuration not stated) ?
STAT3 activator: 103; S1P3 antagonist: -24; SRC2 TRFRET art: 1489; PPARg SRC-2 ag: 5; PPARg SRC-1 ag: 7; ROMK primary: 0.4; RAM inhibit: 1.8; PPARg SRC3 recr: -5; STAT1 inh: 12; STAT3 blocker: -1; TLR4 MyD88 comp: 11

How did COc1ccccc1CNCC(O)Cn1c2ccccc2c2ccccc21 (configuration not stated) do in these assays?
STAT3 activator: 104; S1P3 antagonist: -2; SRC2 TRFRET art: 1536; PPARg SRC-2 ag: -7; PPARg SRC-1 ag: -5; ROMK primary: -3.2*; RAM inhibit: 0.5; PPARg SRC3 recr: 1; STAT1 inh: -1; STAT3 blocker: 0; TLR4 MyD88 comp: 2

What do the screens show for `COc1ccc(OC)c(S(=O)(=O)Nc2ccccc2F)c1`?
STAT3 activator: 97; S1P3 antagonist: 10; SRC2 TRFRET art: 1466; PPARg SRC-2 ag: 5; PPARg SRC-1 ag: 2; ROMK primary: 0.7; RAM inhibit: -0.5; PPARg SRC3 recr: 3; STAT1 inh: 6; STAT3 blocker: 5; TLR4 MyD88 comp: -5

How did CCOc1cc(C(=O)Nc2cc(=O)n(C)c(=O)n2C)cc(OCC)c1OCC do in these assays?
STAT3 activator: 98; S1P3 antagonist: 17; SRC2 TRFRET art: 1717; PPARg SRC-2 ag: 13; PPARg SRC-1 ag: 10; RAM inhibit: 2.8; PPARg SRC3 recr: 8; STAT1 inh: 3; STAT3 blocker: 9; TLR4 MyD88 comp: -2
